# Compound activity: PubChem BioAssay, Sanford-Burnham Center for Chemical Genomics
# SUMO1-SIM PPI = modulators of SUMO1 protein-protein interactions, primary screen, biochemical, uHTS; SUMO1 binding to a labelled peptide, TR-FRET, 1 h; inhibition, % at 20 µM; 360,000 compounds, 0.33% hits; in the data active = inhibition above about 37%
# Target sequence (P63165 whole entry, looked up): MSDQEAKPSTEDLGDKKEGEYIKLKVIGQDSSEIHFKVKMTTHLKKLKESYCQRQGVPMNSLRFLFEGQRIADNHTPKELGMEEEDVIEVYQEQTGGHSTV
# MT1-MMP act inh = blockers of MT1-MMP proenzyme processing, primary screen, HT1080 RFP-PRO-GFP cells, GFP/RFP fluorescence; 360,000 compounds, 0.061% hits; Matrix metalloproteinase-14 (Homo sapiens), P50281; GFP/RFP ratio fluorescence, overnight; percent of plate control window, DMSO zero; GFP/RFP ratio change, % at 20 µM;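 active = GFP/RFP ratio change of at least 30% with cell ATP level not reduced by more than half and red fluorescence within 50% of control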; note: strong numbers were not always called active
#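 Test system: HT1080 cells expressing an RFP-PRO-GFP fluorescent reporter construct / Compound dosing: single-point 20 µM compound, 1% DMSO / Schedule: cells overnight before dosing, compound overnight, 37 °C, 5% CO2 / Evaluation: GFP/RFP fluorescence ratio / Control set: DMSO and RFP-L50D-GFP cell wells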
# NRP1-CendR mod = modulators of CendR peptide binding to NRP-1, primary screen, biochemical, fluorescence polarization, uHTS; FAM-RPARPAR peptide binding to NRP-1; AID 602438, 2012; inhibition, % at 25 µM; 360,000 compounds, 0.85% hits;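 active = inhibition or corrected inhibition above about 18%, plus a signal ratio from 0.5 to 1.5, limit read from the data, passing the limit was not always enough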; note: strong numbers were not always called active
# LMPTP inh = LMPTP phosphatase inhibitors, primary screen, biochemical, fluorescence intensity, uHTS. Low molecular weight phosphotyrosine protein phosphatase (Homo sapiens), P24666. recombinant LMPTP-A, OMFP fluorogenic substrate. inhibition, % at 20 µM. 360,000 compounds, 0.22% hits. AID 651560, 2012;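 active = compounds that cut the enzyme signal by at least half of the control window in the single-dose screen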;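 note: plate controls were DMSO wells with enzyme plus substrate for no effect and substrate without enzyme for full effect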
# Target sequence (P24666 whole entry, looked up): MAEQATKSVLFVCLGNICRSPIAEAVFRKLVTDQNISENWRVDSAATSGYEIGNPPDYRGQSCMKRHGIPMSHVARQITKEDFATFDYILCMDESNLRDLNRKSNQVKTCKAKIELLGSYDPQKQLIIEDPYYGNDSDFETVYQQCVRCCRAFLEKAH
#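 Test system: LMPTP-A, protein tyrosine phosphatase of low molecular weight; Input: 0.625 nM enzyme; Incubation: 50 min dark incubation at room temperature; Signal: endpoint fluorescence intensity from OMFP dephosphorylation; Read-out basis: % inhibition versus control wells.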
# NadD block = inhibitors of S. aureus NadD, primary screen, biochemical, colorimetric, uHTS. Nicotinate-nucleotide adenylyltransferase NadD (Staphylococcus aureus N315). purified NadD enzyme, colorimetric absorbance read-out. inhibition, % at 20 µM. 360,000 compounds, 0.78% hits; in the data active = inhibition above about 26%; note: some compounds past the cut are filed as inactive
# Scp-1 inhibitor = Scp-1 phosphatase inhibitors, primary screen, biochemical, colorimetric, uHTS. Carboxy-terminal domain RNA polymerase II polypeptide A small phosphatase 1 (Homo …. Recombinant Scp1, phosphopeptide, malachite green phosphate absorbance. inhibition, % at 20 µM. 340,000 compounds, 0.88% hits;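 active = inhibition above about 50% at 20 µM, limit read from the data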;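 note: plate controls were DMSO wells with enzyme for no effect and wells lacking enzyme for full effect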
# Target sequence (Q9GZU7 76-261 limits assumed): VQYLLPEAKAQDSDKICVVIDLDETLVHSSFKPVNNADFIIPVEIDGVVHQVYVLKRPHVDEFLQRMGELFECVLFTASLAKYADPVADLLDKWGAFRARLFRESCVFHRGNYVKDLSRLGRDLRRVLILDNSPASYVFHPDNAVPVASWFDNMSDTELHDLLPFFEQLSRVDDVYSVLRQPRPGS
#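 assay system = SCP-1 phosphatase catalytic domain, residues 76-261 | buffer or medium = 50 mM Tris acetate pH 5.5, 0.005% Tween-20, 10 mM MgCl2 | incubation = enzyme reaction 45 min at room temperature, colour 5 min, stabilisation 30 min | signal = Phosphate-binding colour reagent, absorbance read at 630 nm | measure = % inhibition at 20 µM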
# STEP block = STEP phosphatase inhibitors, primary screen, biochemical, fluorescence intensity, uHTS. Tyrosine-protein phosphatase non-receptor type 5 (Homo sapiens), P54829. recombinant STEP, OMFP fluorogenic substrate. inhibition, % at 20 µM. 360,000 compounds, 0.25% hits. AID 588621, 2011;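 active = inhibition at 20 µM, scaled per plate between control wells, above about 37%, limit read from the data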;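 note: 0% = DMSO with enzyme and substrate and 100% = substrate only without enzyme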
# Target sequence (P54829 whole entry, looked up): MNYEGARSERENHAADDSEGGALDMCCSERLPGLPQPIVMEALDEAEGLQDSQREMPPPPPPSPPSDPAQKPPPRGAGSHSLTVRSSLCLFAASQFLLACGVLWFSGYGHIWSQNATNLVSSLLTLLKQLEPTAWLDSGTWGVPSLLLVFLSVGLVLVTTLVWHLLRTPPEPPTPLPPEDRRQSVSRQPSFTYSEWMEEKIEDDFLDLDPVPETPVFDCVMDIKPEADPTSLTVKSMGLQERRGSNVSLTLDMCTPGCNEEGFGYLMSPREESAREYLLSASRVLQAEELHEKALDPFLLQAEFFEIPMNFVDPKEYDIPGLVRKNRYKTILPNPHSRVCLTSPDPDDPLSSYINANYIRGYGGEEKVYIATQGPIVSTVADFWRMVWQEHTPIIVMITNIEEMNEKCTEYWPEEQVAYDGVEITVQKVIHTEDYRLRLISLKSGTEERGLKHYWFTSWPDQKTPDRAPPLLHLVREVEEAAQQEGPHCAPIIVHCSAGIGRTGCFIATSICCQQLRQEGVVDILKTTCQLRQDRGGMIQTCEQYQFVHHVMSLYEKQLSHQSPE
#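 medium = Bis-Tris buffer pH 6.0, 2.5 mM DTT, 0.005% Tween 20 | test system = STEP (striatal-enriched tyrosine phosphatase) enzyme, cell-free | measure = normalized % inhibition | compound dosing = 20 µM, 1% DMSO | also added = 25 µM OMFP | schedule = reaction 20 min, ambient temperature | measured by = fluorescence read at 480 nm ex / 540 nm em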
# Rpn11 block = Rpn11 (PSMD14) deubiquitinase inhibitors, primary screen, biochemical, fluorescence polarization, uHTS; human 26S proteasome, Ub4-pepOG fluorescence polarization; 20S core pre-blocked with epoxomicin; 26S proteasome non-ATPase regulatory subunit 14 (Homo sapiens), O00487; 360,000 compounds, 0.59% hits; calls only at 20 µM;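 active = inhibition at 20 µM, scaled to each plate's controls, above about 33%, limit read from the data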
# DNMT1 inh = human DNMT1 methyltransferase inhibitors, primary screen, biochemical, molecular beacon, fluorescence, HinP1I cleavage, uHTS. DNA (cytosine-5)-methyltransferase 1 (Homo sapiens), P26358. inhibition (reported as % activation of signal), % at 10 µM. 360,000 compounds, 0.83% hits; in the data active = inhibition above about 50%
# SKN-1 block = suppressors of acrylamide-induced Pgst-4::GFP reporter in worms, primary screen, SKN-1 inhibitor project, whole organism, uHTS, GFP/RFP fluorescence ratio, strain VP596; C. elegans VP596 Pgst-4::GFP/RFP ratio, 24 h; inhibition, % at 21.8 µM; 360,000 compounds, 0.49% hits;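 active = interference check ratio from 0.5 to 1.5 plus GFP to RFP signal ratio inhibition reaching or exceeding a fixed threshold, cut at about 30% in these data, passing the limit was not always enough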; note: some compounds called inactive have numbers as strong as hits
# Numbers without * were called inactive; i = inactive; x = not tested or not shown.
SMILES,SUMO1-SIM PPI,MT1-MMP act inh,NRP1-CendR mod,LMPTP inh,NadD block,Scp-1 inhibitor,STEP block,Rpn11 block,DNMT1 inh,SKN-1 block
COCCn1c2nc(=O)n(-c3ccccc3)c(=O)c-2nc2ccccc21,-28,-104,128,-4.7,-6,x,-79,i,99*,-99
O=C(Nc1ccccc1F)Nc1cccnc1Cl,2,5,0,-0.6,-7,-3,1,i,2,-17
CC1CC(C)CN(CCCSc2ccccc2)C1 (configuration not stated),0,2,30*,-0.2,-6,-4,1,i,7,4
CC(=O)c1cccc(NC(=O)c2ccc(OCc3c(C)noc3C)cc2)c1,8,x,3,2.9,-1,-6,3,i,-1,0
CCN(CC)S(=O)(=O)c1ccc(/C(O)=C2/C(=O)C(=O)N(CCOC)C2c2ccccc2)cc1 (configuration not stated),-17,3,6,-2.0,3,-5,1,i,-2,-3
C=CCNC(=S)Nc1ccc(C)cc1[N+](=O)[O-],-19,3,7,-0.5,-1,-1,3,i,-2,-1
CCOC(=O)Cc1nc2cc(Cl)ccc2o1,2,1,1,0.6,4,-1,1,i,0,-5
O=C1c2cccnc2C(=O)N1Cc1ccc(S(=O)(=O)NCc2ccco2)cc1,-23,-1,-1,0.2,10,1,1,i,-1,1
COc1cccc(S(=O)(=O)Nc2ccc(C(=O)NCc3ccco3)cc2)c1,0,5,5,-1.2,-4,-10,15,i,-3,6
NC1=NC(c2ccccc2C(F)(F)F)N(c2ccc(F)c(Cl)c2)C(N)=N1 (configuration not stated),13,-7,-2,-0.8,-8,-4,1,i,0,4
O=C(CN1CCN(c2ccccn2)CC1)Nc1ccc(F)cc1F,-1,1,-2,0.9,-7,-1,0,i,1,8
OCCCNC(=S)Nc1ccc(Br)cc1Cl,-4,1,-10,-1.0,-1,-1,-3,i,1,7
CC(C)=CCN1CCN(Cc2cc3ccccc3[nH]2)CC1CCO (configuration not stated),3,1,10,-1.2,-6,-4,-2,i,-2,4
CC(=O)Nc1ccc(NC(=O)C2CC(=O)N(c3cccc(C)c3C)C2)cc1 (configuration not stated),3,9,-3,-1.0,10,1,0,i,-2,11
O=C(Cc1ccccc1)NCCS(=O)(=O)N1CCN(c2ccccc2)CC1,3,0,11,-1.1,-3,-13,-1,i,-1,1
COc1ccc(CC2c3cc(OC)c(OC)cc3CC[N+]2(C)CCC(=O)OCCCCCOC(=O)CC[N+]2(C)CCc3cc(OC)c(OC)cc3C2Cc2ccc(OC)c(OC)c2)cc1OC (configuration not stated),5,-6,-6,2.7,20,29,-3,i,1,8
O=C(N/N=C1\CCCc2ccccc21)c1cccc(Br)c1,-5,2,8,0.1,-8,-6,-3,i,-1,3
CCc1c(C)nc2ncnn2c1NCCc1ccccc1,-2,-12,-5,-0.7,2,-6,1,i,-3,15
Cc1ccc(C(=O)NC(=S)N(C)Cc2ccccc2)cc1,7,5,5,-1.4,-2,-5,1,i,2,15
Cc1csc(NC(=O)CSc2[nH]c(=O)ncc2C)n1,5,-1,-4,0.2,-1,-4,1,i,1,6

# Two entries from above, reformatted:
Compound | SUMO1-SIM PPI | MT1-MMP act inh | NRP1-CendR mod | LMPTP inh | NadD block | Scp-1 inhibitor | STEP block | Rpn11 block | DNMT1 inh | SKN-1 block
CCc1c(C)nc2ncnn2c1NCCc1ccccc1 | -2 | -12 | -5 | -0.7 | 2 | -6 | 1 | i | -3 | 15
Cc1ccc(C(=O)NC(=S)N(C)Cc2ccccc2)cc1 | 7 | 5 | 5 | -1.4 | -2 | -5 | 1 | i | 2 | 15

# The results go on.
SMILES,SUMO1-SIM PPI,MT1-MMP act inh,NRP1-CendR mod,LMPTP inh,NadD block,Scp-1 inhibitor,STEP block,Rpn11 block,DNMT1 inh,SKN-1 block
O=C(Cc1ccccc1)NNC(=O)c1cnccn1,2,-1,2,-2.6,-9,-2,-2,i,7,-4
CCc1nc2c(OCc3ccc(Cl)cc3Cl)cccn2c1N(C)C(=O)C1CC1,-1,-3,-7,0.9,-1,x,0,i,2,25
COc1ccccc1-n1cnnc1SCC(=O)Nc1ccccc1,0,-2,4,-1.6,-1,-5,0,i,0,-8
O=C(Nc1ccc(N2C(=O)C3C4C=CC(C4)C3C2=O)cc1)Nc1nnc(C(F)(F)F)s1 (configuration not stated),9,-3,-1,1.5,-2,-16,-2,i,-5,4
CN(CC(=O)Nc1ccc(F)cc1)C(=O)CSc1nc2ncc(Cl)cc2[nH]1,-4,-7,3,1.1,3,0,2,i,-3,3
COc1cccc(C(=O)Cn2c(=N)n(C)c3ccccc32)c1,-1,4,13,-0.2,-3,6,5,i,0,-9
NCCCC[C@H](NC(=O)C1CCNCC1)c1nnc([C@@H](N)Cc2ccc(O)cc2)o1,-15,4,4,-8.6,2,-3,0,i,-10,-13
O=C(Cc1ccccc1)c1ccc(N2CCOCC2)cc1,-7,-1,-13,-0.7,5,-8,0,i,5,15
CC1CCCC(C)N1C(=O)COC(=O)c1ccc(Br)c(S(=O)(=O)N2CCOCC2)c1 (configuration not stated),3,4,9,-0.8,-3,-8,-4,i,1,19
CCc1cccc(C)c1N(C(=O)Cn1c(COC)nc2ccccc21)C(C)COC (configuration not stated),0,-4,8,-1.5,-5,-8,0,i,-1,-16

# Some entries already given, showing only MT1-MMP act inh and NRP1-CendR mod.
structure | MT1-MMP act inh | NRP1-CendR mod
CC(=O)Nc1ccc(NC(=O)C2CC(=O)N(c3cccc(C)c3C)C2)cc1 (configuration not stated) | 9 | -3
O=C(Cc1ccccc1)NCCS(=O)(=O)N1CCN(c2ccccc2)CC1 | 0 | 11
COc1ccc(CC2c3cc(OC)c(OC)cc3CC[N+]2(C)CCC(=O)OCCCCCOC(=O)CC[N+]2(C)CCc3cc(OC)c(OC)cc3C2Cc2ccc(OC)c(OC)c2)cc1OC (configuration not stated) | -6 | -6
O=C(N/N=C1\CCCc2ccccc21)c1cccc(Br)c1 | 2 | 8
CCc1c(C)nc2ncnn2c1NCCc1ccccc1 | -12 | -5

# (list continues)
SMILES,SUMO1-SIM PPI,MT1-MMP act inh,NRP1-CendR mod,LMPTP inh,NadD block,Scp-1 inhibitor,STEP block,Rpn11 block,DNMT1 inh,SKN-1 block
Cc1ccc2c(c1)c1nnc(SCC(=O)N3CCN(c4ccc(F)cc4)CC3)nc1n2CC(=O)O,12,2,-2,-0.5,5,-10,2,i,34,11
CC(=O)Oc1ccc(C2=NN(c3ccccc3)C(c3ccccc3)C2)cc1 (configuration not stated),-3,1,-15,3.1,-3,-23,6,i,-2,-8
CNc1nc(CCN2C(=O)c3ccccc3C2=O)cs1,-6,4,-5,-1.3,-4,-5,-2,i,1,8
Cc1cccc(S(=O)(=O)c2c(C)cc(C)[nH]c2=O)c1,-6,5,-1,-2.9,-7,-3,-2,i,-2,6
c1ccc(CCn2c(C3CC3)nc3ccccc32)cc1,3,0,3,3.8,-8,9,4,i,9,-2
O=C(COc1ccc2ccc(=O)oc2c1)NC(Cc1ccc(Cl)cc1)C(=O)O (configuration not stated),6,1,0,1.5,3,12,-3,i,-2,-6
CCOC(=O)C1CCN(C(=O)CSc2ccccc2Cl)CC1,-1,5,3,-0.6,-3,-11,-1,i,2,2
Nc1cc2c([N+](=O)[O-])cccc2o1,-25,-10,-42,3.6,-1,8,0,i,-7,2
Cc1ccc(C2Nc3ccccc3-c3nc4ccccc4n32)o1 (configuration not stated),6,-16,-2,1.7,1,-8,0,i,-11,17
CC1CN(CCN2CC(C)N(C=O)CC2C)C(C)CN1C=O (configuration not stated),0,-4,-2,-0.2,2,8,1,i,2,11
O=c1[nH]c2cc([N+](=O)[O-])ccc2c2ccc([N+](=O)[O-])cc12,-27,0,-4,1.8,24,0,3,i,-3,12
CCOCCNC(=O)c1ccccc1C(=O)NCCOCC,1,4,7,-0.6,-2,14,-6,i,5,-9
Cc1c(NC(=S)NC(=O)c2ccccc2Br)c(=O)n(-c2ccccc2)n1C,4,-1,6,-0.9,-3,-15,-3,i,-2,12
COc1ccc(CN(C(=O)c2ccco2)C2CCS(=O)(=O)C2)cc1 (configuration not stated),11,-7,4,-0.8,3,-5,2,i,1,9
CC1CCc2nc3ccc(S(=O)(=O)N4CCC(C(=O)N5CCCCC5)CC4)cc3c(C(=O)O)c2C1 (configuration not stated),4,-3,-12,-1.1,6,-3,2,i,2,1
CCC1CCCCN1CCCNC(=O)c1c(O)nc2ccccn2c1=O (configuration not stated),1,0,-10,-0.6,0,-10,-1,i,-1,8
Cc1cccc(NC(=O)c2cnc3ccccn3c2=O)c1,-28,-2,0,0.7,4,2,-4,i,-27,-22
CC(C)c1onc(C(=O)Nc2sc3c(c2C#N)CCC3)c1[N+](=O)[O-],1,-5,0,0.7,4,-4,1,i,-1,-6
CCN1CCN(C(=O)CSc2ccc(C)cc2)CC1,1,1,-2,-5.4,-4,-2,0,i,-1,3
CCCc1c(C)c2cccc(C)c2[nH]c1=O,0,-2,-2,-0.3,5,-3,0,i,-1,-1
COc1ccc(C(C)=O)cc1COC(=O)c1ccc2c(c1)OCCO2,-14,2,5,0.5,-2,-8,1,i,-8,-6
Cc1ccccc1Nc1nc(N)nc(COC(=O)c2ccco2)n1,-3,1,-3,-0.4,-2,-7,-4,i,-2,14
Cc1n[nH]c(=O)nc1NC1CCCCC1,-4,1,1,-2.3,-4,-3,37,i,4,-6
Cc1cc(NC(=O)CSc2n[nH]c(N)n2)no1,-1,1,-3,-1.5,2,-14,5,i,1,6
Cc1c2ccccc2nc2c(F)c(NCCO)c(F)c(F)c12,4,-34,130,1.5,19,1,-10,i,-33,24
COc1ccc(Cn2c(-c3ccc(OC)c(O)c3)nc3ccccc32)cc1O,3,8,-3,8.9,5,4,2,i,-2,0
COCCCNC(=O)CSc1nc2cc(S(=O)(=O)N3CCCCC3)ccc2o1,3,3,6,-0.5,-7,0,-2,i,3,-5
COc1cc2nc(N3CCN(C(=O)[C@@H]4CCCO4)CC3)nc(N)c2cc1OC,20,1,-7,0.1,-4,-4,2,i,6,4
